Compound activity from PubChem BioAssay.
core dimer inh: HCV core protein dimerization inhibition; AID 1899; TR-FRET GST/Flag-core106 dimerization, 1536-well; inhibition, % at 5 µM; 0.33% of 300,000 active;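 active means inhibition above the mean of all tested compounds plus 3 SD, set per screening campaign, cut at about 45% in these data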
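System – GST-tagged and Flag-tagged HCV core protein residues 1-106 · Repeats – one well for each compound · Technique – TR-FRET 671 and 617 nm emission · Doses – one concentration, 5 µM, in 0.5% DMSO · Times – 4 h, 22.5 °C incubation · Also added – Eu donor and XL665 acceptor anti-tag antibodies · Measure – percent inhibition of core106 dimerization signal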
JMJD2C inh: inhibitors of human GASC-1 (JMJD2C) demethylase; GST-JMJD2C(1-420) H3K9me3 demethylation, DELFIA europium; AID 2099; inhibition, % at 2.35 µM; 0.069% of 330,000 active; Q9H3R0;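 active means more than half of a compound's replicate wells show inhibition beyond 50%, single wells judged on their own value; inconclusive means some, but no more than half, of replicates pass 50% inhibition; inactive means no replicate passes 50% inhibition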;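 further: signal counts dimethyl H3K9 product captured on neutravidin plate; 0% = median of DMSO wells and 100% = 0.3 times that DMSO median; strong numbers were not always called active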
Target sequence (Q9H3R0 1-420 limits assumed): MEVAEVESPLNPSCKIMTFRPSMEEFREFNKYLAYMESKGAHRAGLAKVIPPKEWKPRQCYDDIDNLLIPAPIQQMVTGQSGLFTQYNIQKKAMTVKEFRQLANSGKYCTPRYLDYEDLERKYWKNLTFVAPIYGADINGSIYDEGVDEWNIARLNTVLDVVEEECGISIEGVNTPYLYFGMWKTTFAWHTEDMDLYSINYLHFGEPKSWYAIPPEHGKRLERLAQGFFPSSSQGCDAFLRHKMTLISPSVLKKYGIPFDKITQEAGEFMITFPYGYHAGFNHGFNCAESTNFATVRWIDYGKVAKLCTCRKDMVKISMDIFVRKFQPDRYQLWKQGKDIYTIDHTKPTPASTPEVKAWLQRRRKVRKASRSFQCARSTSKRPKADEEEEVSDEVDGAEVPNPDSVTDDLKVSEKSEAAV
PP1 inh: counter-screen for PP5 inhibitors: inhibitors of human PP1-alpha; 0.9% of 320,000 active; P62136; purified PP1alpha, OMFP fluorescence; inhibition, % at 6.7 µM;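 active means inhibition above the mean inhibition of all tested compounds plus 3 SD, computed separately for each screening campaign, cut at about 15% in these data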
procasp3 activ: activators of human procaspase-3; P42574; recombinant procaspase-3 D3A, Ac-DEVD-pNA absorbance 405 nm; activation, % at 8.5 µM; 0.11% of 330,000 active; AID 463141;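 active means activation above the mean of all tested compounds plus 3 SD, cut at about 21% in these data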;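 further: 0% = DMSO alone and 100% = DMSO wells spiked with extra 5 µM PC-3 D3A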
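Assay system – Procaspase-3 D3A mutant, all three cleavage aspartates alanine · Controls – DMSO-only low control, 5 µM PC-3 D3A high control · Schedule – 1 h compound preincubation, 2 h substrate hydrolysis at 25 °C · Signal – 405 nm absorbance of p-nitroaniline, reads at 0 and 120 min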
Fh CTSL1 inh: cathepsin L1 inhibition, PFM18AAP counter-screen; recombinant F. hepatica cathepsin L1, Z-Leu-Arg-MCA fluorescence; inhibition, % at 5.96 µM; 0.49% of 300,000 active;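 active means inhibition above the mean of all tested compounds plus 3 SD, set per screening campaign, cut at about 17% in these data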;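 further: 0% = plate median of test compound wells and 100% = 1 µM Z-Phe-Ala-diazomethylketone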
VLA-4 inh: inhibition in a human VLA-4 binding assay | P13612 | VLA-4 expressing cells, ligand binding flow cytometry | inhibition, % (about 7 µM as worked out from the volumes in the protocol) | 0.2% of 330,000 active | AID 2557; in the data active means inhibition above about 50%
proCasp7 act: counter-screen: procaspase-7 (human) activation; P55210; recombinant procaspase-7, Ac-DEVD-pNA absorbance 405 nm; D23A/D198A/D206A triple mutant, cannot self-cleave; scale: DMSO 0, 5 µM enzyme 100; 0.093% of 330,000 active; activation, % at 8.5 µM;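 active means percent activation above the screen-wide mean plus 3 SD, cut at about 25% in these data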
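buffer or medium = Zinc-free HEPES/NaCl buffer, pH 7.4 | material = Procaspase-7 triple mutant (PC-7 D3A) | input = 2 µM procaspase-7 mutant as dispensed | signal = Epi-absorbance of released pNA at 405 nm, two timepoints | timing = 1 h preincubation, 2 h reaction | replicates = singlicate compound testing | evaluation = % activation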
PP5 inh: blocks human protein phosphatase 5 activity. P53041. 0.18% of 320,000 active. purified PP5c, OMFP substrate fluorescence. inhibition, % at 6.7 µM. AID 1987;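 active means inhibition above the campaign's mean inhibition across all tested compounds plus 3 SD, cut at about 9.5% in these data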;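 further: 0% = DMSO only and 100% = 100 µM cantharidin control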
GRK2 aptamer HTS: blocks RNA aptamer binding to human GRK2; P25098; inhibition of aptamer binding, % at 10 µM; AID 488847; bead flow cytometry, FAM-aptamer displacement from GRK2; 0.59% of 330,000 active;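 active means inhibition of aptamer binding above 40%, roughly 3 SD of noise, on plates passing a quality check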;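 further: median bead fluorescence of bound FAM aptamer so fluorescent compounds give negative values; no value below 0 was filed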
Target sequence (P25098 whole entry, looked up): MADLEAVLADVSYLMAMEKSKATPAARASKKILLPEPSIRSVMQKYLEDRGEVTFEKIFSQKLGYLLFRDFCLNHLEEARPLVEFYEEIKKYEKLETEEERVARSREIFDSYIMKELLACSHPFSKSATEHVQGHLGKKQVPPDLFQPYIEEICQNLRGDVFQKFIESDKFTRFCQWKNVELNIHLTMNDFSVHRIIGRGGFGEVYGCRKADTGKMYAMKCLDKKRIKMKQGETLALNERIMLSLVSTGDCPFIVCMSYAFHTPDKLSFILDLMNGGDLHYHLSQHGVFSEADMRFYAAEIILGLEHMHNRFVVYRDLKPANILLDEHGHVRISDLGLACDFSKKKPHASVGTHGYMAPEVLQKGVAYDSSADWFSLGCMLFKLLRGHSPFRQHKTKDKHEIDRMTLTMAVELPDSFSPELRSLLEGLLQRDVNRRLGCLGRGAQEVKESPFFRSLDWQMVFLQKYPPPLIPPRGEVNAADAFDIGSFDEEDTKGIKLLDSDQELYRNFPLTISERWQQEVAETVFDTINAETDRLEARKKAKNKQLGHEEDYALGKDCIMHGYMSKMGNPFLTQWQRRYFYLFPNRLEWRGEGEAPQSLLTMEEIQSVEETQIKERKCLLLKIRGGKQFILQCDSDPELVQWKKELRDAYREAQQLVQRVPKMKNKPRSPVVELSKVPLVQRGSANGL
An asterisk follows results filed as active; i = inactive; ? = inconclusive; / = not tested or not shown; & = joins results of further samples. This is a random part of the collection (roughly 2.6% active in at least one column).

SMILES | core dimer inh | JMJD2C inh | PP1 inh | procasp3 activ | Fh CTSL1 inh | VLA-4 inh | proCasp7 act | PP5 inh | GRK2 aptamer HTS
COc1ccc(OCC(=O)OCC(=O)Nc2ccc3[nH]c(=O)[nH]c3c2)cc1 | / | -0.6 | 1.1 | 8.7 | / | 13.3 | 7.5 | 2.4 | 0.0
Fc1ccc(-c2nc3ccccc3[nH]2)cc1 | 1.4 | -4.6 | 0.2 | -0.3 | 0.1 | 2.5 | 12.1 | -2.6 | 0.0
CCSc1nnc(NS(=O)(=O)c2ccc(C)cc2)s1 | 12.1 | -2.4 | -1.2 | -5.5 | -2.5 | -0.7 | -4.7 | -0.2 | 0.0
CCOC(=O)CN1C(=O)SC(Nc2ccc(C)cc2)C1=O (stereo not drawn) | -4.1 | 4.3 | -2.9 | -6.6 | -2.0 | -6.8 | -1.3 | 1.1 | 23.0
NC1=NC[C@@H](Cc2ccc(O)cc2)N1CCc1cccc(F)c1 | 8.7 | -23.6 | -4.9 | -3.9 | -0.3 | -2.1 | 10.9 | 1.6 | 0.0
Cc1ccc(C)c(OCCN2C(=O)NC3(CCc4ccccc4C3)C2=O)c1 (stereo not drawn) | -4.6 | -8.1 | 1.1 | -0.1 | 0.3 | 2.1 | 4.2 | -0.8 | 1.0
COC(=O)/C(C#N)=C1/C=Cc2ccccc2N1C | -4.9 | -5.0 | 0.4 | -6.4 | 1.6 | -10.1 | 9.6 | 0.7 | 1.0
CCOc1ccccc1/C=N/NC(=O)CSc1n[nH]c(=O)[nH]c1=O | -6.4 | -2.1 | -3.0 | -4.0 | 0.7 | 2.5 | 4.5 | -1.8 | 0.0
Cc1ccc(CSc2nnc(-c3cccc(S(=O)(=O)N4CCOCC4)c3)n2C2CCCC2)cc1 | 14.6 | -18.3 | 0.7 | -0.2 | 1.6 | 7.1 | 0.6 | 4.7 | 0.0
COc1ccccc1N1CCN(C(c2cccs2)C(C)NC(=O)c2ccco2)CC1 (stereo not drawn) | 0.9 | -9.3 | -1.6 | 1.0 | -6.4 | -5.4 | 5.3 | 0.1 | 3.0
CCOc1ccc(CN2CCNC(=O)C2CC(=O)N(C)CC2CCOCC2)cc1 (stereo not drawn) | 12.1 | 2.6 | 1.5 | 3.1 | 4.4 | 15.4 | 2.2 | -1.3 | 30.0
COCCn1c(=O)c2c(nc3n2CC(C)CN3CCc2ccccc2)n(C)c1=O (stereo not drawn) | -9.1 | 4.5 | 0.6 | 1.2 | 6.2 | 1.0 | -4.6 | -0.8 | 1.0
C=CCNC(=O)C(C(=O)OCC)C1CCCCC1 (stereo not drawn) | -1.4 | 14.2 | -3.5 | 1.2 | 3.8 | 5.4 | 7.1 | 1.0 | 0.0
CCN(C(=O)CSc1nnc2ccccn12)c1c(N)n(Cc2ccccc2)c(=O)[nH]c1=O | -1.9 | 3.3 | -7.8 | 0.6 | 1.9 | 13.1 | 5.8 | 1.6 | 0.0
CCc1c(C)nc(N2CCN(Cc3ccccc3)CC2)[nH]c1=O | -4.2 | -0.7 | -2.2 | 1.1 | -1.0 | 1.5 | -8.7 | 2.1 | 4.0
CCCc1nc2oc3ccccc3c(=O)c2c(=O)n1-c1ccc(C)cc1 | 6.8 | i | 0.0 | 8.0 | 1.5 | -5.3 | 8.0 | -3.1 | 0.0
COc1cc(OC)cc(-c2nc3cc(C)ccc3o2)c1 | 2.4 | -2.2 | 0.5 | 7.9 | -1.5 | -2.5 | 0.3 | 1.6 | 0.0
O=C(c1nnc(-c2ccc(Cl)cc2)o1)C1CCCC1 | 1.4 | 12.3 | 1.3 | -1.0 | -3.1 | 1.3 | 5.4 | -0.5 | 0.0
O=C(O)c1ccc2c(=O)n3c(nc2c1)/C(=C/c1ccc(Cl)cc1Cl)CC3 | 1.2 | -32.1 | -0.8 | 5.7 | -0.3 | 0.0 | 12.7 | 0.7 | 30.0
O=C(CNC1CCCCCC1)c1cccs1 | -3.9 | -3.0 | -0.3 | 1.3 | 5.5 | / | 6.9 | 0.8 | 0.0
COC(CNC(=O)c1c[nH]c2ccc(S(=O)(=O)N(C)c3ccc(F)cc3)cc2c1=O)OC | 8.7 | -2.7 | -3.6 | 2.8 | -0.6 | 5.9 | 0.9 | 2.5 | 0.0
CCCCCOc1ccc(/C=C/c2c([N+](=O)[O-])c(=O)n(C)c(=O)n2C)cc1 | 10.9 | -0.3 | 2.4 | 2.8 | -4.1 | 4.2 | 1.2 | 3.4 | 18.0
Cc1ccc(N2CC(C(=O)Nc3ccc(C)c(S(=O)(=O)N(C)C)c3)CC2=O)cc1 (stereo not drawn) | 2.9 | 0.3 | 1.1 | 10.1 | -1.0 | 25.2 | 0.1 | 1.4 | 0.0
CCC(C)Nc1nc2c(c(=O)[nH]c(=O)n2C)n1CCCc1ccccc1 (stereo not drawn) | 4.3 | -3.1 | -0.4 | -1.1 | 8.8 | 15.3 | -4.0 | -1.7 | 4.0
CCC(=O)OCCNc1cc(Sc2nc3ccccc3s2)c2nonc2c1[N+](=O)[O-] | 4.5 | 27.7 | 2.0 | -25.9 | 3.2 | 16.7 | -34.3 | 2.3 | 1.0

Reprinted from the part before: 4 compounds, then new ones.
SMILES | core dimer inh | JMJD2C inh | PP1 inh | procasp3 activ | Fh CTSL1 inh | VLA-4 inh | proCasp7 act | PP5 inh | GRK2 aptamer HTS
CCCCCOc1ccc(/C=C/c2c([N+](=O)[O-])c(=O)n(C)c(=O)n2C)cc1 | 10.9 | -0.3 | 2.4 | 2.8 | -4.1 | 4.2 | 1.2 | 3.4 | 18.0
Cc1ccc(N2CC(C(=O)Nc3ccc(C)c(S(=O)(=O)N(C)C)c3)CC2=O)cc1 (stereo not drawn) | 2.9 | 0.3 | 1.1 | 10.1 | -1.0 | 25.2 | 0.1 | 1.4 | 0.0
CCC(C)Nc1nc2c(c(=O)[nH]c(=O)n2C)n1CCCc1ccccc1 (stereo not drawn) | 4.3 | -3.1 | -0.4 | -1.1 | 8.8 | 15.3 | -4.0 | -1.7 | 4.0
CCC(=O)OCCNc1cc(Sc2nc3ccccc3s2)c2nonc2c1[N+](=O)[O-] | 4.5 | 27.7 | 2.0 | -25.9 | 3.2 | 16.7 | -34.3 | 2.3 | 1.0
COC(=O)c1ccc(N=Cc2c(-c3ccccc3)[nH][nH]c2=O)cc1 | -1.2 | 9.5 | -1.7 | 1.8 | 3.5 | 10.8 | 2.2 | -0.2 | 0.0
CC(C)=CC(=O)Nc1ccc(S(=O)(=O)Nc2ccccn2)cc1 | 0.2 | -2.2 | -5.3 | 3.8 | -0.7 | 5.2 | -2.5 | -0.4 | 0.0
Cc1cc(C)n(-c2nc3c(c(=O)[nH]c(=O)n3C)n2C)n1 | -3.9 | -15.9 | 0.6 | 6.4 | 2.8 | -8.3 | 13.4 | -1.1 | 0.0
COc1ccc(C2/C=C\CN(C(=O)C3CC3)[C@H](Cc3ccccc3)C(=O)N2Cc2ccc(F)cc2)cc1 (stereo partly drawn) | 8.7 | 0.4 | 2.6 | -3.3 | -0.5 | -4.9 | 12.7 | 2.2 | 0.0
Cc1cc(N2CCOCC2)n2ncc(-c3ccccc3)c2n1 | -2.1 | -1.7 | 0.4 | -2.1 | 1.0 | 0.0 | 3.3 | 2.3 | 5.0
COc1cccc(C(=O)/C=C/Nc2ccc(S(=O)(=O)Nc3cc(OC)nc(OC)n3)cc2)c1 | 11.7 | 5.8 | 1.0 | -0.2 | -0.4 | 0.5 | -3.6 | 4.3 | 0.0
CCC(=O)OC1(C)C(=O)C=C2C=C(C3CC3)OC=C2C1=O (stereo not drawn) | -14.1 | -4.1 | 1.0 | 3.2 | 0.2 | / | -2.4 | 0.8 | /
CN1C(=O)OC(C)(CCc2ccccc2)C1(C)O (stereo not drawn) | -1.1 | 4.1 | -1.7 | 3.0 | -0.9 | 10.0 | -6.0 | 2.2 | 4.0
COc1ccc(C2Nc3ccccc3C(=O)N2NS(=O)(=O)c2ccccc2)c(OC)c1 (stereo not drawn) | -8.8 | -3.0 | -0.4 | -3.0 | -4.0 | 2.7 | -11.9 | 1.8 | 0.0
COc1cc2c(cc1OC)C(C)N(C(=O)c1ccc(C)o1)CC2 (stereo not drawn) | 0.3 | -3.0 | -1.7 | -4.2 | -2.3 | -9.8 | 15.3 | 0.4 | 1.0
CCOc1ccccc1NC(=O)NC1CC2CCCC(C1)N2Cc1nnnn1CCc1ccccc1 (stereo not drawn) | 24.5 | 5.9&7.0 | 4.7 | -4.0 | 2.5 | -19.8 | -10.0 | 2.0 | 0.0
Cc1nn(-c2ccccc2)nc1C(=O)NN | -4.1 | 5.5 | -2.4 | 3.5 | -0.1 | 1.8 | -2.6 | -2.0 | 0.0
O=C(CN1CCN(C(c2ccccc2)c2ccccc2)CC1)Nc1ccc(N2CCOCC2)cc1 | 3.5 | -39.3 | -0.1 | -8.1 | -4.3 | 21.7 | 2.9 | 0.2 | 0.0
CCC(=O)N1c2ccc(S(=O)(=O)N3CCN(c4ccc([N+](=O)[O-])cc4)CC3)cc2CC1C (stereo not drawn) | 14.9 | 2.2 | -0.1 | 2.3 | 1.1 | -1.7 | -6.0 | 0.5 | 2.0
Cc1cc(C)nc(N/C(=N/S(=O)(=O)Cc2ccccc2)Nc2ccccc2)n1 | -2.8 | 1.8 | -3.2 | 6.1 | 4.9 | -2.3 | 3.0 | 0.8 | 0.0
CCC1=NNC(=O)C(CC(=O)Nc2ccccc2)c2cc(OC)c(OC)cc21 (stereo not drawn) | -0.5 | -0.8 | -2.9 | 0.5 | 0.1 | -0.7 | 9.1 | -0.1 | 0.0
CCN(CC)S(=O)(=O)c1ccc(Cl)c(C(=O)Oc2cccc(-c3cnc4ccccc4n3)c2)c1 | -8.5 | 9.6 | -1.0 | -4.8 | -1.3 | 0.0 | -11.9 | 2.7 | 0.0
CCC1C(=O)N(C)CCc2ccccc21 (stereo not drawn) | 6.8 | 3.0 | -2.9 | -2.1 | 0.7 | -5.7 | -5.4 | 1.4 | 0.0
O=C(COc1ccccc1[N+](=O)[O-])Nc1ccc(NC(=O)c2cc3ccccc3o2)cc1 | 4.8 | -5.9 | 0.0 | 3.5 | 5.7 | -8.5 | 1.4 | 1.5 | 0.0
COc1ccc(/C=C2\SC(=O)N(CCCC(=O)Nc3cc(Cl)ccc3C(=O)O)C2=O)cc1 | / | / | / | -0.3 | / | -1.4 | 9.7 | / | 0.0
O=c1oc(-c2cccnc2)nc2ccccc12 | -4.6 | ? | 3.0 | 7.5 | 0.0 | 19.5 | 8.9 | 0.2 | 3.0
Cc1ccc(S(=O)(=O)Nc2c(C)n(C)n(-c3ccccc3)c2=O)cc1C(=O)OC(C)C(=O)N(C)c1ccccc1 (stereo not drawn) | 10.9 | ? | 1.6 | 13.4 | 0.0 | 1.6 | 7.6 | 4.6 | 1.0
NS(=O)(=O)c1cccc2cccnc12 | -17.9 | 3.1&4.5 | 0.3 | -5.6 | -0.3 | -9.8 | 1.4 | -0.6 | 0.0
